# CXXC DNA block = inhibitors of human MLL CXXC domain-DNA interaction | Q03164 | Potency, µM (highest dose often 115 µM), for inactives: top-dose activity change, negative = inhibition, most hits filed as inhibitors | MLL-CXXC / FITC-HOXA9 DNA fluorescence polarization | 290,000 tested, 0.037% active; active means well fitted inhibition curve with a large enough effect in the polarisation, with a control signal flat, not every such curve was filed as active; inconclusive means small, poorly fitted or top-dose-only effect, or effect the other way, or a change in a side signal; inactive means no such curve, though single readings can be large or run the other way; the % refers to the polarisation; further: potency means the concentration at half of the fitted maximal effect
#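 Purified MLL-CXXC (added from a 7 uM solution) was preincubated 5 min at ambient with pinned compounds in 50 mM Tris-HCl pH 7.5, 50 mM NaCl, 1 mM DTT, 0.05% BSA. Fluorescein-labeled HOX-A9 DNA (50 nM solution) followed, 30 min, then polarization read.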
# TRPV1 ag = agonists of human vanilloid receptor 1 (TRPV1); activation, % at 8.33 µM; AID 540275; TRPV1-expressing cells, Fluo-8 calcium influx, agonist mode; 320,000 tested, 0.19% active; in the data active means activation above about 80%; inconclusive means between about 30% and that limit; further: 0% is about no effect
#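 Fluo-8 calcium influx in TRPV1-expressing cells, kinetic read (ex 480/em 520 nm). Compound added and read 3 min for agonist activity, followed by capsaicin at EC20 final and 2 min further read for enhancement.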
# PKM2 act = PKM2 (human) enzyme activation; 260,000 tested, 0.34% active; AID 1631; P14618; Potency, µM (doses to about 57.5 µM), for the others: top-dose activation, usual class: activators; purified PKM2, Kinase-Glo ATP luminescence, activation; response scale: 0% is enzyme alone, no compound; further: potency means the concentration at half of the fitted maximal effect; on the % scale 0 is the no-effect control and ±100 the full control effect; nearly all actives have a fitted effect of over 55% in size
#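 Purified hPK-M2 (>95%) run at intermediate activity with 0.1 mM ADP and 0.5 mM PEP in 50 mM imidazole pH 7.2, KCl, MgCl2; 1 h room temperature. ATP formed read by Kinase-Glo luminescence; normalized to uninhibited and no-enzyme controls.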
# KCNH2 3.1 block = blocks the human KCNH2 3.1 channel isoform; activity change, % (tested at about 1.8 µM); U2OS KCNH2 3.1, thallium flux FluxOr; stronger effect = lower value; 340,000 tested, 0.95% active;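 active means maximum activity change below -70%; inconclusive means maximum activity change from -70% to -50%; inactive means maximum activity change above -50%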;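 further: thallium influx rate constant from kinetic fluorescence after stimulation buffer; on the % scale 0 is the no-effect control and ±100 the full control effect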
#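 Thallium flux read-out: FluxOr dye with Red40 quencher in HBSS/HEPES, 45 min at RT. Rate constants from kinetic reads were normalized to positive and negative DMSO controls. Cells: U2OS virally expressing the 3.1 isoform.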
# hERG WT inh = blocks the wildtype human KCNH2 potassium channel; Q12809; U2OS, BacMam KCNH2, thallium flux FluxOr; stronger effect = lower value; activity change, % at 1.84 µM; 340,000 tested, 0.37% active;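 active means maximum activity change below -70%; inconclusive means maximum activity change between -70% and -50%; inactive means maximum activity change above -50%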; further: on the % scale 0 is the no-effect control and ±100 the full control effect
# Target sequence (Q12809 whole entry, looked up): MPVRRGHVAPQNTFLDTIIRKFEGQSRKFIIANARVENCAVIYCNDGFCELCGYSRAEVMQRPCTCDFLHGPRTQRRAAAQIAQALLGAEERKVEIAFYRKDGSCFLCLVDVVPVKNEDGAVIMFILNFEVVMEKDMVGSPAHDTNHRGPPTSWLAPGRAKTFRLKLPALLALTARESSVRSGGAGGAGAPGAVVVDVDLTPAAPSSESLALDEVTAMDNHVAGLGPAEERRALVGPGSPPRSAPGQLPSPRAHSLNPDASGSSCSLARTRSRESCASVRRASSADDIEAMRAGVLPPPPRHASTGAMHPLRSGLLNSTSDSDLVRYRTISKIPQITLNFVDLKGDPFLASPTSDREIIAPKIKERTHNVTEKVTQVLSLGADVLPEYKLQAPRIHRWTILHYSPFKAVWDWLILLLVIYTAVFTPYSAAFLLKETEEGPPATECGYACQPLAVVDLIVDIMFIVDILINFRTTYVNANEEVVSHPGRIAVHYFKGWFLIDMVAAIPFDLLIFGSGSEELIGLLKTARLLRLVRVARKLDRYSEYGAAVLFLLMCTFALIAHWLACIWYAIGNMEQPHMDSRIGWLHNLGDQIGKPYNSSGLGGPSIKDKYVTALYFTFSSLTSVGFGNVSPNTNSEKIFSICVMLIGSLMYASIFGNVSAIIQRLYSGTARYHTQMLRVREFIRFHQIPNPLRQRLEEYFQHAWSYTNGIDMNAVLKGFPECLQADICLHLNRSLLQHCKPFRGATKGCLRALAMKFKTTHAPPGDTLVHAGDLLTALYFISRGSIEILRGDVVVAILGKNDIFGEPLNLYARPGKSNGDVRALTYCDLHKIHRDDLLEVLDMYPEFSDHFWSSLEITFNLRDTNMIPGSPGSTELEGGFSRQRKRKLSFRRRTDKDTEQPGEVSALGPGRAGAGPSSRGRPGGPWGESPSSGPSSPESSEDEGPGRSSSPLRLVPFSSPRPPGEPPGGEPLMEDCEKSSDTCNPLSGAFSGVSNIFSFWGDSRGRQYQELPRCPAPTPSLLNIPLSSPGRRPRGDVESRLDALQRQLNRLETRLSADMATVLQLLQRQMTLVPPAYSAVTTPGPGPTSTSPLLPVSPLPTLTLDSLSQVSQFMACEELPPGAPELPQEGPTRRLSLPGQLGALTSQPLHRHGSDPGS
#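 U2OS cells transduced with wild-type KCNH2 virus are loaded with FluxOr dye for 45 min, and thallium flux is measured in kinetic reads before and after stimulation buffer. Rate constants are normalized to DMSO controls.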
# B2AR arrestin = beta2AR (human) beta-arrestin recruitment activity. beta-arrestin recruitment to beta2AR, cell-based reporter. 330,000 tested, 0.02% active. Potency, µM (doses to about 46.1 µM), for the others: top-dose activation, most hits filed as activators. P07550;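 further: potency means the concentration at half of the fitted maximal effect; 0% = DMSO controls and full agonism = EC100 isoproterenol or metaproterenol; nearly all actives have a fitted effect of over 65% in size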
# USP2a block = inhibitors of human ubiquitin-specific protease USP2a; USP2 core, Ub-CHOP2 coupled fluorogenic reporter, 485/531; 330,000 tested, 0.01% active; Potency, µM (titrated, usually from 38.3 µM), inactives show at the highest dose activity change, negative = inhibition, usual class: inhibitors; AID 463254;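 further: potency means the concentration at half of the fitted maximal effect; plate controls were DMSO wells for no effect and full inhibition by NEM control for full effect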
#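 Deubiquitinase activity read as fluorescence (485/531 nm) after Ub-CHOP2 cleavage activates the enterokinase reporter on its substrate; USP2 core 10nM, Ub-CHOP2 and substrate 25nM each, 30min compound preincubation then 60min RT; data normalized to NEM, curves fitted.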
# Menin-MLL TR inh = menin-MLL binding inhibition, Texas Red mutant peptide. O00255. Menin + Texas Red MLL mutant peptide, fluorescence polarization. Potency, µM (top dose mostly 61.6 µM), without a hit: at the highest dose FP activity change, negative = inhibition, actives largely listed as inhibitors. 270,000 tested, 0.23% active. AID 1768; active means well fitted inhibition curve with a large enough effect in the polarisation, with a control signal flat, not every such curve was filed as active; inconclusive means small, poorly fitted or top-dose-only effect, or effect the other way, or a change in a side signal; inactive means no such curve, though single readings can be large or run the other way; the % refers to the polarisation; further: potency means the concentration at half of the fitted maximal effect; % of control where 0% means no effect; many of its hits are not listed in these tables
# Giardia kill = Giardia lamblia killing; Giardia lamblia trophozoite viability; activity change, % at 7.66 µM, hits read low; 340,000 tested, 0.15% active; in the data active means activity change below about -80%; inconclusive means between about -30% and that limit;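 further: parasites exposed to compound for two days anaerobically before the ATP read; on the % scale 0 is the no-effect control and ±100 the full control effect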
#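 Each well holds 100 Giardia trophozoites and compound. After two days (48 hrs) at 37 deg C in anaerobic conditions, ATP is quantified by luminescence.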
# GALK inh = blocks human galactokinase activity; P51570; Purified GALK, Kinase-Glo residual ATP luminescence; Potency, µM (series often up to 57.5 µM), without a hit: top-dose activity change, negative = inhibition, usual class: inhibitors; 270,000 tested, 0.007% active; further: potency means the concentration at half of the fitted maximal effect; on the % scale 0 is the no-effect control and ±100 the full control effect
#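 Quantitative HTS: GALK 5 nM, ATP 35 uM, galactose 100 uM, 1 h room temperature, then luciferase-based ATP detection.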
# FBPA coupling cs = coupling enzyme interference in Giardia aldolase counter-screen | coupling enzyme system counterscreen, AmpLite Red fluorescence | activity change, negative = inhibition, % at 58.2 µM, hits read low | 290,000 tested, 0.67% active; in the data active means activity change below about -30%; further: on the % scale 0 is the no-effect control and ±100 the full control effect
#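 Counterscreen of the coupled detection system alone, without aldolase: glyceraldehyde-3-phosphate coupling enzymes plus AmpLite Red readout. Compounds at 57.5 uM final, 10 min RT preincubation, 20 min RT reaction, fluorescence 525/598 nm.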
# * = called active by the depositor; ? = inconclusive; . = no result given; [ ] = another dose, or the depositor's remark. Unless noted, the call rests on the fitted dose curve; in most records, active means well fitted curve in the direction sought with a large enough effect; inconclusive means small, poorly fitted or top-dose-only effect, or another doubt; inactive means no such curve, though single readings can be large; an effect the other way counts as inactive or inconclusive. Only part of the results is shown; rates above refer to the full screens.
SMILES,CXXC DNA block,TRPV1 ag,PKM2 act,KCNH2 3.1 block,hERG WT inh,B2AR arrestin,USP2a block,Menin-MLL TR inh,Giardia kill,GALK inh,FBPA coupling cs
CCOc1ccc(CNn2nnnc2N)cc1,8.6%,0.2,8.8%,14.2,-2.4,-1.2%,2.5%,10.4%,-27.3,2.4%,0.8
CCOc1ccc(C(=O)Nc2cccc([N+](=O)[O-])c2)cc1Br,-1.6%,1.9,-11.9%,-22.2,-4.6,-0.6%,-0.3%,?,-7.5,1.3%,-0.1
CCc1nnc(NC(=O)CCC(=O)NCc2ccc(C)cc2)s1,1.7%,-2.3,.,9.5,-5.9,0.2%,0.5%,.,15.9,7.7%,.
CCC(C)NC(=O)C1CCCN(S(=O)(=O)c2ccc(-n3cnnn3)cc2)C1 (stereo not given),-1.9%,3.8,5.6%,-22.4,-31.2,-0.3%,1.8%,3.5%,12.8,-0.9%,3.6
O=C(CSCc1ccc(Cl)cc1)N/N=C/c1ccco1,7.6%,10.7,0.5%,14.3,-11.9,0.2%,-1.4%,-0.9%,-14.0,4.4%,-17.0
Cc1ccc2c(c1)cc(CN(Cc1cccs1)C(=O)c1ccco1)c1nnnn12,0.2%,10.5,28.6%,2.8,1.4,-1.4%,-1.2%,-0.4%,-12.7,3.6%,6.9
CCn1c(Cn2nnc(-c3ccccc3)n2)nnc1SCC(=O)Nc1ccc(C(C)=O)cc1,-11.3%,8.8,0.2%,9.0,-16.1,-1.0%,-1.1%,-2.7%,0.6,-0.8%,-3.7
CN(C)c1ccc(CNS(=O)(=O)c2ccc3c(c2)C(C)(C)C(=O)N3C)cc1,-0.6%,-0.9,?,0.4,0.9,0.4%,-2.3%,-1.7%,4.5,.,1.9
O=C(CCc1nc2ccccc2c(=O)[nH]1)NNC(=O)COc1cccc(F)c1,.,-3.2,.,-12.6,7.1,0.1%,-1.2%,.,9.2,.,.
C/C(=N/NC(=O)c1ccc(Br)o1)c1ccncc1,-3.8%,17.9,-13.3%,-10.9,1.0,-0.2%,4.7%,-2.3%,-15.1,.,-1.3
CC1=CCC(COC(=O)Nc2ccccc2)CC1 (stereo not given),-1.5%,?,-12.1%,.,-7.3,-0.6%,2.1%,1.1%,14.2,0.0%,-2.2
O=C(O)C(Cc1ccccc1)n1c(=S)[nH]c2ccccc2c1=O (stereo not given),2.5%,2.3,-2.5%,6.8,-35.1,0.0%,4.6%,-0.7%,1.0,-3.0%,-1.9
O=C(c1ccc(Br)o1)N1CCN(CCc2ccncc2)CC1,-2.1%,-7.3,.,-1.5,-14.4,-0.2%,2.9%,?,-2.7,.,0.4
CCCn1nc(C(=O)Nc2nnc(CC)s2)c2ccccc2c1=O,-16.7%,18.1,3.9%,1.4,-1.9,-0.5%,0.4%,1.1%,2.6,0.5%,-2.1
CC(NC(=O)Cc1ccccc1[N+](=O)[O-])c1ccccc1 (stereo not given),6.9%,27.8,-5.7%,.,.,-0.4%,6.2%,-5.0%,.,2.8%,4.5
O=C1CCCN1c1ccc(S(=O)(=O)Oc2ccc(Cl)cc2)cc1[N+](=O)[O-],16.1%,.,-1.3%,-49.1,1.9,-1.5%,1.5%,.,?,-7.3%,-3.6
Cc1cc(N2CCN(C(=O)c3ccco3)CC2)c2ccccc2n1,-8.9%,2.4,0.8%,-28.3,7.7,-0.5%,-1.2%,.,-13.1,0.2%,0.8
Cc1ccccc1C(=O)N1CCc2c([nH]c3ccccc23)C1C(F)(F)F (stereo not given),-7.3%,12.8,0.2%,-1.0,-6.0,-0.1%,1.0%,.,8.5,-0.4%,2.6
CC(=O)c1sc2nc(CSc3nnnn3-c3ccccc3)[nH]c(=O)c2c1C,59.2%[activator],-3.0,17.8%,5.1,7.9,0.1%,0.3%,?,-2.2,-2.2%,-4.5
CC(C)OCCCN1CN(S(=O)(=O)c2ccccc2)c2nc3ccccc3nc21,10.2%,?,-1.1%,2.7,-0.4,0.4%,3.7%,-2.1%,12.1,9.1%,-1.0
CCN(Cc1nc(-c2ccccc2)no1)C(=O)c1ccco1,0.0%,2.8,.,-20.7,-0.7,-0.5%,1.0%,.,13.9,2.4%,1.2
CN(CCOc1ccccc1)C(=O)c1ccc(F)c(S(=O)(=O)N2CCOCC2)c1,.,7.4,.,8.9,0.6,-3.6%,0.6%,.,6.5,.,.
CC(C)c1ccc(NC(=O)C2CSC3(C)CCC(=O)N23)cc1 (stereo not given),1.8%,1.8,0.5%,7.3,-6.9,0.1%,0.2%,.,9.4,-8.4%,.
Cc1cc(C)c(NC(=O)CSc2nnc(-c3ccncc3)n2Cc2ccco2)c(C)c1,-0.1%,-9.3,13.3%,-5.5,0.8,-0.3%,-3.9%,-21.6%,-8.5,-3.5%,16.6
CC12CN3CCN(CC(C3)/C1=N/N=C/c1cccc([N+](=O)[O-])c1)C2,0.7%,.,-8.5%,0.7,3.0,-0.8%,1.3%,.,9.4,0.3%,2.7
CC(Nc1n[nH]c(=O)[nH]c1=O)C(=O)N/N=C/c1ccccc1 (stereo not given),-2.4%,4.0,3.4%,-10.1,0.8,-0.3%,-1.7%,.,-6.3,0.0%,1.2
COc1ccc(/C=C(/NC(=O)c2ccccc2)C(=O)NCCN2CCOCC2)cc1OC,9.6%,0.0,-10.8%,18.0,-4.3,-0.5%,2.3%,.,-10.7,-2.1%,.
COc1ccc(C2C(C(=O)/C=C/c3ccco3)=C(O)C(=O)N2CCN2CCOCC2)cc1OC (stereo not given),0.7%,0.8,2.0%,-9.4,-0.8,0.0%,2.4%,-13.3%,18.5,0.4%,-22.9
O=C(CCC(=O)OCc1ccc(Cl)cc1)Nc1ccccc1,-5.3%,?,-0.2%,3.1,-7.7,-0.1%,2.5%,31.4%[activator],-10.0,-0.1%,-0.2
Cc1cc(N2CCCC2=O)ccc1S(=O)(=O)NCCOc1ccccc1,?,1.0,-0.7%,-2.5,-10.0,0.0%,3.9%,0.0%,-8.7,6.4%,2.6
CCO[C@@H]1OC(C(N)=O)=C[C@H](c2ccc3c(c2)OCO3)[C@H]1CCCO,-28.8%,-3.2,-2.1%,6.6,2.1,-1.1%,-0.8%,7.4%,1.3,2.1%,2.5
CCNC(=O)N(C)C[C@H]1N[C@@](C)(C(=O)OC)[C@H]2C(=O)N(C)C(=O)[C@@H]12,.,.,.,-5.6,-13.3,0.0%,0.1%,.,6.1,.,.
CC(C)(C)C(=O)OCC1OC(n2cnc(C(N)=O)n2)C(O)C1O (stereo not given),4.3%,0.9,4.6%,-8.9,-17.1,-0.3%,0.7%,0.6%,6.7,0.8%,5.2
O=C(NCC(c1ccco1)N1CCc2ccccc21)c1ccccc1 (stereo not given),.,?,.,1.5,-1.0,0.0%,1.4%,.,22.4,.,.
O=C(NCc1ccccc1Cl)/C(=C\c1cccnc1)NC(=O)c1ccccc1,12.1%,5.1,.,-18.2,-0.3,-0.8%,2.5%,6.4%,-13.1,-0.9%,-0.4
CN(C(=O)c1cc2nc(-c3ccco3)cc(C(F)(F)F)n2n1)C1CCCCC1,0.0%,-2.7,21.0%,-17.0,10.5,-0.1%,1.3%,?,-4.0,2.2%,-4.9
CC(=O)Nc1ccc(S(=O)(=O)NNC(=O)c2cccc(Cl)c2)cc1,-2.5%,0.5,-16.1%,.,10.4,0.1%,0.5%,-6.3%,5.2,-1.8%,-2.1
COCC(=O)N(Cc1cc2ccc(C)cc2[nH]c1=O)c1cccc(C)c1,-0.3%,2.7,0.6%,12.0,-0.5,0.0%,1.4%,?,-2.0,-1.7%,-0.2
S=C(NC1CCCCC1)N1CCOCC1,4.9%,14.7,2.6%,-0.1,1.0,-0.8%,-0.1%,.,4.0,-0.1%,0.0
COC(=O)CCC(NC(=O)c1cc(-c2ccc3c(c2)OCCO3)oc1C)C(=O)OC (stereo not given),-1.3%,5.8,22.4%,-7.1,-4.2,-0.2%,-5.5%,15.5%,20.7,0.6%,1.4
Cn1c2ccccc2n2c(=O)c(=O)n(CC(=O)c3ccc(Cl)cc3)nc12,3.1%,-2.3,0.1%,-5.6,5.8,-0.5%,2.7%,-1.1%,-11.6,.,4.9
CCC(=O)N1c2ccc(S(=O)(=O)CCC(=O)NCc3ccc4c(c3)OCO4)cc2CC1C (stereo not given),3.9%,0.8,0.8%,-7.5,0.4,-0.3%,0.9%,0.6%,13.3,4.4%,4.1
O=C(Nc1ccc(S(=O)(=O)Nc2ncccn2)cc1)c1cccc(S(=O)(=O)N2CCOCC2)c1,-1.1%,.,0.6%,4.1,-3.2,0.2%,6.7%,.,-10.7,-1.4%,6.8

# Assay outcomes (PubChem BioAssay)
